Bioassay records from PubChem.
T cruzi intra – inhibitors of intracellular Trypanosoma cruzi | intracellular Trypanosoma cruzi in host cells, plate reader | activity score (inhibition), % at 5.01 µM | 22,000 compounds, 4.9% hits | AID 651903; in the data active = activity score above about 55%; inconclusive = no clear call, values can overlap the other calls;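 also: parasites and compound incubated about four days before reading; 0% = median of neutral control wells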
INS-1E rescue – preserves ATP levels in cytokine-treated INS-1E cells; protection from cytokine-induced ATP loss, % at 10 µM; AID 488910; INS-1E cytokine-induced death, ATP luminescence, 48 h; normalised: neutral wells 0, positive control 100; 20,000 compounds, 0.1% hits;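 active = mean replicate protection from cytokine-induced ATP loss at least 50% and at least 75% of replicates each reaching 50%; inconclusive = meets only one of the two criteria, mean or replicate share; inactive = fails both the mean and replicate share criteria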
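Assay system – rat INS-1E insulinoma cell line · Quantity – 8000 cells per well · Buffer or medium – RPMI without phenol red, 5% FBS · Schedule – 48 h co-treatment, 10 min post-lysis read · Technique – luminescent ATP assay (CellTiter-Glo)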
* hit, by the source's call; ? = inconclusive; . = no result given.

Second line of a record: INS-1E rescue, T cruzi intra
(1) Cc1noc(C)c1S(=O)(=O)Nc1cccc2c1O[C@H](CN(C)CC1CCCCC1)[C@H](C)CN([C@@H](C)CO)C2=O
    -5, -4
(2) COc1ccc(S(=O)(=O)Nc2ccc3c(c2)CC(=O)N([C@H](C)CO)C[C@@H](C)[C@H](CN(C)Cc2ccc(Oc4ccccc4)cc2)O3)cc1
    -36, ?
(3) Cc1ccc(S(=O)(=O)N(C)C[C@@H]2Oc3ccc(NC(=O)Nc4cccc5ccccc45)cc3CC(=O)N([C@H](C)CO)C[C@@H]2C)cc1
    -11, -14
(4) C[C@@H]1CN([C@@H](C)CO)C(=O)CCCn2nncc2CO[C@H]1CN(C)S(=O)(=O)c1ccc(Oc2ccccc2)nc1
    ., 4
(5) C[C@@H]1CN([C@H](C)CO)C(=O)c2cc(NC(=O)C3CC3)ccc2O[C@H]1CN(C)S(=O)(=O)c1ccccc1
    -5, -6
(6) C[C@H](CO)N1C[C@H](C)[C@H](CN(C)C(=O)NC2CCCCC2)Oc2c(NC(=O)C3CCCCC3)cccc2C1=O
    -14, 13
(7) C[C@@H]1CN([C@@H](C)CO)C(=O)c2cc(N(C)C)ccc2O[C@@H]1CN(C)C(=O)Nc1ccc(C(F)(F)F)cc1
    -5, 53
(8) C[C@H](CO)N1C[C@H](C)[C@H](CN(C)Cc2ccc(C(F)(F)F)cc2)Oc2ccc(NC(=O)Cc3cn(C)c4ccccc34)cc2C1=O
    ., 34
(9) Cc1nnc(Sc2ccc(/C=N/NC(=O)c3ccc(C(=O)NO)cc3)o2)n1C
    7, -14
(10) C[C@H](CO)N1C[C@H](C)[C@H](CN(C)Cc2ccc(C(F)(F)F)cc2)Oc2c(NC(=O)c3ccc(-c4nccs4)cc3)cccc2C1=O
    -27, 43
(11) C[C@@H]1CN([C@H](C)CO)C(=O)c2cccc(NC(=O)C3CCCCC3)c2O[C@H]1CN(C)C(=O)Nc1cccc2ccccc12
    5, 8
(12) COc1ccc(S(=O)(=O)N(C)C[C@@H]2Oc3ccc(NC(=O)NC(C)C)cc3C(=O)N([C@@H](C)CO)C[C@H]2C)cc1
    6, -1
(13) CC(C)NC(=O)N(C)C[C@@H]1Oc2c(NC(=O)NC3CCCCC3)cccc2C(=O)N([C@H](C)CO)C[C@@H]1C
    9, -16
(14) Cc1ccc(S(=O)(=O)Nc2ccc3c(c2)C(=O)N([C@@H](C)CO)C[C@@H](C)[C@H](CN(C)Cc2ccc(-c4ccccc4)cc2)O3)cc1
    -8, ?
(15) COc1ccc(S(=O)(=O)Nc2ccc3c(c2)CC(=O)N([C@@H](C)CO)C[C@H](C)[C@H](CN(C)Cc2ccc4c(c2)OCO4)O3)cc1
    -3, 8
(16) C[C@H]1CN([C@@H](C)CO)C(=O)Cc2cc(NS(C)(=O)=O)ccc2O[C@H]1CN(C)C
    3, -7
(17) CNC[C@H]1Oc2ccc(NS(=O)(=O)c3ccc(Cl)cc3)cc2C(=O)N([C@@H](C)CO)C[C@H]1C
    3, -6
(18) Cc1noc(C)c1S(=O)(=O)N(C)C[C@H]1Oc2ccc(NC(=O)Nc3cccc4ccccc34)cc2CC(=O)N([C@H](C)CO)C[C@H]1C
    2, 9
(19) C[C@H]1CN([C@@H](C)CO)C(=O)c2cccc(NS(=O)(=O)c3ccc(Cl)cc3)c2O[C@H]1CN(C)S(C)(=O)=O
    6, -20
(20) O=C(O)CCCCCCC(=O)N/N=C/c1cccc2ccccc12
    12, -3
(21) C[C@@H]1CN([C@@H](C)CO)C(=O)c2cc(NC(=O)Cn3cnnn3)ccc2O[C@@H]1CN(C)C
    4, 10
(22) CNC[C@@H]1Oc2c(NS(C)(=O)=O)cccc2C(=O)N([C@H](C)CO)C[C@@H]1C
    9, -21
(23) Cc1ccc(S(=O)(=O)N(C)C[C@H]2Oc3c(NC(=O)c4cnccn4)cccc3C(=O)N([C@H](C)CO)C[C@H]2C)cc1
    8, 16
(24) C[C@H]1CN([C@@H](C)CO)C(=O)c2cccc(NS(=O)(=O)c3ccc(F)cc3)c2O[C@@H]1CN(C)C(=O)Nc1ccccc1
    2, -4
(25) Cc1noc(C)c1NC(=O)Nc1ccc2c(c1)CC(=O)N([C@H](C)CO)C[C@@H](C)[C@H](CN(C)S(=O)(=O)c1ccc(F)cc1)O2
    5, -23
(26) C[C@@H]1CN([C@H](C)CO)C(=O)CCCn2nncc2CO[C@H]1CN(C)Cc1ccc(C(F)(F)F)cc1
    ., 22
(27) C[C@@H]1CN([C@@H](C)CO)C(=O)c2cccc(NS(C)(=O)=O)c2O[C@H]1CN(C)C(=O)Nc1ccccc1
    5, -20
(28) COc1ccc(S(=O)(=O)N(C)C[C@H]2Oc3ccc(NC(=O)Nc4cccc5ccccc45)cc3CC(=O)N([C@@H](C)CO)C[C@H]2C)cc1
    -8, 44
(29) Cc1noc(C)c1NC(=O)Nc1ccc2c(c1)C(=O)N([C@H](C)CO)C[C@H](C)[C@H](CN(C)Cc1ccc(C(=O)Nc3ccccc3N)cc1)OCCCC[C@@H](C)O2
    -15, 23
(30) C[C@@H]1CN([C@H](C)CO)C(=O)Cc2cc(NC(=O)CCCN(C)C)ccc2O[C@H]1CN(C)Cc1ccc(Oc2ccccc2)cc1
    -1, -1
(31) COc1ccc(S(=O)(=O)Nc2cccc3c2O[C@H](CN(C)C(=O)NC(C)C)[C@@H](C)CN([C@@H](C)CO)C3=O)cc1
    4, -35
(32) C[C@@H]1CCCCO[C@@H](CN(C)Cc2ccc3c(c2)OCO3)[C@@H](C)CN([C@H](C)CO)C(=O)c2cc(NC(=O)NC3CCCCC3)ccc2O1
    -20, 9
(33) C[C@H](CO)N1C[C@H](C)[C@H](CN(C)Cc2ccc(C(=O)Nc3ccccc3N)cc2)Oc2ccc(NS(C)(=O)=O)cc2CC1=O
    6, 44
(34) COc1ccc(NC(=O)Nc2cccc3c2O[C@H](CN(C)Cc2ccc(Oc4ccccc4)cc2)[C@@H](C)CN([C@@H](C)CO)C3=O)cc1
    -46, 48
(35) Cc1noc(C)c1NC(=O)Nc1cccc2c1O[C@H](CN(C)Cc1ccc(Oc3ccccc3)cc1)[C@H](C)CN([C@H](C)CO)C2=O
    -19, -8
(36) C[C@@H]1CN([C@@H](C)CO)C(=O)c2cccc(NS(=O)(=O)c3ccc(F)cc3)c2O[C@H]1CN(C)S(=O)(=O)c1ccc(F)cc1
    6, 8
(37) C[C@@H]1CN([C@H](C)CO)C(=O)Cc2cc(NC(=O)Nc3ccc4c(c3)OCO4)ccc2O[C@@H]1CN(C)S(C)(=O)=O
    3, -16
(38) C[C@H]1CN([C@@H](C)CO)C(=O)c2cccc(NC(=O)C3CCOCC3)c2O[C@@H]1CN(C)S(C)(=O)=O
    2, -28
(39) C[C@@H]1CCCCO[C@@H](CN(C)S(=O)(=O)c2ccc(Cl)cc2)[C@@H](C)CN([C@H](C)CO)C(=O)c2cc(NC(=O)CCCCCC(=O)Nc3ccccc3N)ccc2O1
    -6, -5
(40) C[C@H]1CN([C@@H](C)CO)C(=O)CCCn2nncc2CO[C@@H]1CN(C)Cc1ccncc1
    ., -8
(41) CNC[C@@H]1Oc2ccc(NC(=O)CCC(F)(F)F)cc2CC(=O)N([C@H](C)CO)C[C@H]1C
    15, -27
(42) C[C@@H]1CN([C@H](C)CO)C(=O)c2cccc(NC(=O)c3cnccn3)c2O[C@@H]1CN(C)Cc1ccc2c(c1)OCO2
    -9, -13
(43) Cc1ccc(S(=O)(=O)N(C)C[C@H]2Oc3ccc(NC(=O)Nc4ccccc4)cc3C(=O)N([C@@H](C)CO)C[C@H]2C)cc1
    -10, 2
(44) C[C@@H]1CN([C@@H](C)CO)C(=O)CCCn2cc(nn2)CO[C@@H]1CN(C)C(=O)C1CC1
    7, -14
(45) C[C@@H]1CN([C@H](C)CO)C(=O)c2cc(NS(=O)(=O)c3cn(C)cn3)ccc2O[C@@H]1CN(C)S(=O)(=O)c1ccccc1
    4, -2
(46) C[C@H]1CN([C@@H](C)CO)C(=O)CCCn2nncc2CO[C@H]1CN(C)Cc1ccc2c(c1)OCCO2
    ., -23
(47) C[C@H]1CN([C@@H](C)CO)C(=O)c2cc(NC(=O)Cn3cnnn3)ccc2O[C@H]1CN(C)S(=O)(=O)c1ccc(F)cc1
    12, -21
(48) Cc1ccc(S(=O)(=O)Nc2ccc3c(c2)C(=O)N([C@H](C)CO)C[C@H](C)[C@H](CN(C)Cc2ccc(C(=O)Nc4ccccc4N)cc2)O3)cc1
    10, 28
(49) C[C@H]1CN([C@@H](C)CO)C(=O)Cc2cc(NC(=O)Nc3ccc(C(F)(F)F)cc3)ccc2O[C@H]1CN(C)S(C)(=O)=O
    -12, -12
(50) C[C@@H]1CN([C@@H](C)CO)C(=O)c2cccc(NC(=O)Nc3ccc(C(F)(F)F)cc3)c2O[C@@H]1CN(C)C(=O)Nc1ccc2c(c1)OCO2
    -3, -28
(51) C[C@H](CO)N1C[C@H](C)[C@H](CN(C)S(C)(=O)=O)Oc2ncc(C#CC(C)(C)O)cc2C1=O
    ., -14
(52) COc1ccc(S(=O)(=O)Nc2ccc3c(c2)C(=O)N([C@H](C)CO)C[C@H](C)[C@H](CN(C)Cc2ccncc2)O3)cc1
    ., -6
(53) Cc1ccc(S(=O)(=O)N(C)C[C@H]2Oc3ccc(NC(=O)Nc4ccc5c(c4)OCO5)cc3CC(=O)N([C@@H](C)CO)C[C@H]2C)cc1
    -5, 37
(54) COc1ccc(CN(C)C[C@@H]2Oc3c(NS(=O)(=O)c4ccc(OC)cc4)cccc3C(=O)N([C@H](C)CO)C[C@@H]2C)cc1
    -5, -36
(55) CNC[C@H]1Oc2c(NC(=O)C3CC3)cccc2C(=O)N([C@H](C)CO)C[C@@H]1C
    7, -22
(56) COc1ccc(S(=O)(=O)N(C)C[C@@H]2Oc3ccc(NS(=O)(=O)c4ccccc4)cc3C(=O)N([C@@H](C)CO)C[C@H]2C)cc1
    -9, 10
(57) Cc1cccc(CN(C)C[C@@H]2OCc3cnnn3CCCC(=O)N([C@H](C)CO)C[C@H]2C)c1
    ., 2
(58) NC(=O)COc1ccccc1/C=N/NC(=O)CCCCCCC(=O)Nc1ccccc1O
    1, -14
(59) C[C@H]1CN([C@@H](C)CO)C(=O)c2cc(NC(=O)C3CCCCC3)ccc2O[C@H]1CN(C)S(=O)(=O)c1cn(C)cn1
    3, -3
(60) C[C@H](CO)N1C[C@H](C)[C@H](CN(C)S(=O)(=O)c2ccccc2)Oc2ccc(NC(=O)CCN3CCOCC3)cc2C1=O
    -3, 14

Compounds listed so far that contain a Cl atom, in the order listed:
Second line of a record: INS-1E rescue, T cruzi intra
(17) CNC[C@H]1Oc2ccc(NS(=O)(=O)c3ccc(Cl)cc3)cc2C(=O)N([C@@H](C)CO)C[C@H]1C
    3, -6
(19) C[C@H]1CN([C@@H](C)CO)C(=O)c2cccc(NS(=O)(=O)c3ccc(Cl)cc3)c2O[C@H]1CN(C)S(C)(=O)=O
    6, -20
(39) C[C@@H]1CCCCO[C@@H](CN(C)S(=O)(=O)c2ccc(Cl)cc2)[C@@H](C)CN([C@H](C)CO)C(=O)c2cc(NC(=O)CCCCCC(=O)Nc3ccccc3N)ccc2O1
    -6, -5

Other entries follow:
Second line of a record: INS-1E rescue, T cruzi intra
(61) C[C@@H]1CCCCO[C@@H](CN(C)S(=O)(=O)c2cccs2)[C@@H](C)CN([C@H](C)CO)C(=O)c2cc(NC(=O)c3ccccc3)ccc2O1
    -12, -1
(62) C[C@H](CO)N1C[C@H](C)[C@H](CN(C)S(=O)(=O)c2ccccc2)Oc2ccc(NC(=O)C3CC3)cc2CC1=O
    10, -11
(63) COc1ccc(CN(C)C[C@@H]2Oc3c(NC(=O)Nc4ccccc4)cccc3C(=O)N([C@@H](C)CO)C[C@H]2C)cc1
    -6, 32
(64) C[C@@H]1CN([C@@H](C)CO)C(=O)c2cc(NC(=O)Nc3ccc4c(c3)OCO4)ccc2O[C@H]1CN(C)C(=O)Nc1ccc2c(c1)OCO2
    3, -8
(65) C[C@H]1CN([C@@H](C)CO)C(=O)c2cc(NC(=O)CCC(F)(F)F)ccc2O[C@@H]1CN(C)S(=O)(=O)c1cn(C)cn1
    ., -10
(66) COc1cccc(S(=O)(=O)N(C)C[C@@H]2Oc3ncc(-c4cccc(F)c4)cc3C(=O)N([C@H](C)CO)C[C@@H]2C)c1
    ., 30
(67) Cc1noc(C)c1NC(=O)Nc1ccc2c(c1)C(=O)N([C@@H](C)CO)C[C@H](C)[C@@H](CN(C)S(=O)(=O)c1ccc(Cl)cc1)O2
    9, -5
(68) COc1ccc(NC(=O)Nc2ccc3c(c2)C(=O)N([C@H](C)CO)C[C@H](C)[C@@H](CN(C)S(=O)(=O)c2ccc(F)cc2)OCCCC[C@@H](C)O3)cc1
    1, -20
(69) C[C@@H]1CN([C@H](C)CO)C(=O)Cc2cc(NC(=O)Cn3cnnn3)ccc2O[C@@H]1CN(C)S(=O)(=O)c1ccc(F)cc1
    1, -1
(70) C[C@@H]1CN([C@H](C)CO)C(=O)c2cccc(NC(=O)Nc3ccc(F)cc3)c2O[C@@H]1CN(C)C(=O)Nc1cccc2ccccc12
    -2, 38

Quoted at random: three records from the list
Second line of a record: INS-1E rescue, T cruzi intra
(67) Cc1noc(C)c1NC(=O)Nc1ccc2c(c1)C(=O)N([C@@H](C)CO)C[C@H](C)[C@@H](CN(C)S(=O)(=O)c1ccc(Cl)cc1)O2
    9, -5
(64) C[C@@H]1CN([C@@H](C)CO)C(=O)c2cc(NC(=O)Nc3ccc4c(c3)OCO4)ccc2O[C@H]1CN(C)C(=O)Nc1ccc2c(c1)OCO2
    3, -8
(69) C[C@@H]1CN([C@H](C)CO)C(=O)Cc2cc(NC(=O)Cn3cnnn3)ccc2O[C@@H]1CN(C)S(=O)(=O)c1ccc(F)cc1
    1, -1

The list is partial (hit frequency here may not be typical).
